Assay outcomes deposited in PubChem BioAssay by The Scripps Research Institute Molecular Screening Center.
ARFGAP1 inh – inhibitors of rat ARFGAP1 GAP activity, primary screen, biochemical, fluorescence polarization, GDP tracer; hit rate 0.26% among 360,000; inhibition, % at 16.5 µM; Arfgap1-stimulated ARF1 GTP hydrolysis, GDP FP detection;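 active = inhibition above a per-plate limit, mean inhibition of low control wells plus 3 SD, cut at about 25% in these data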;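 note: 0% = DMSO wells with enzyme and 100% = wells lacking Arfgap1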
Target sequence (Q62848 1-136 limits assumed): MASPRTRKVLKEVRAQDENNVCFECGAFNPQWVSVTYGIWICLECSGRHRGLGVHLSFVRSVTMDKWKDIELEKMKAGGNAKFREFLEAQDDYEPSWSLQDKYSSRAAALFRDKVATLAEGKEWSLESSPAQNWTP
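Replicates: Single well per compound | Assay system: Truncated rat Arfgap1 GAP domain | Control set: No-Arfgap1 wells (100%) versus DMSO full-reaction wells (0%) | Times: Enzyme reaction 120 min at 25 °C after 20 min preincubation | Reagent: Human ARF1(Δ1-17)-GTP substrate | Measured by: Tracer-displacement fluorescence polarization with EDTA stop, 620/688 nm | Measure: Percent inhibition of Arfgap1-stimulated GTP hydrolysis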
TDP2 inh – human TDP2 enzyme inhibitors, primary screen, biochemical, epi absorbance, recombinant enzyme. inhibition, % at 12.8 µM. hit rate 0.34% among 370,000. T5PNP hydrolysis, p-nitrophenol absorbance 415 nm;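 active = inhibition above the mean of all tested compounds plus 3 SD, set per campaign, cut at about 25% in these data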;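 note: 0% = DMSO with enzyme and 100% = buffer with substrate but no TDP2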
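System: recombinant human TDP2 / Amount: 120 nM TDP2 per well / Also added: 5 mM T5PNP chromogenic substrate / Doses: 12.8 µM single point, 1% DMSO / Incubation: 2 h at 37 °C / Detection: p-Nitrophenol epi absorbance / Evaluation: % inhibition relative to enzyme-containing and enzyme-free wells / Repeats: singlicate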
ADAM17 inh – ADAM17 inhibitors, primary screen, biochemical, QFRET | hit rate 0.83% among 370,000 | Disintegrin and metalloproteinase domain-containing protein 17 (Homo sapiens), P78536 | inhibition, % at 6.95 µM | recombinant ADAM17, EDANS/DABCYL FRET peptide cleavage;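 active = inhibition above the mean of compounds lying between control limits plus 3 SD, set per campaign, cut at about 8.5% in these data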;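 note: 0% = DMSO-only wells as the low control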
ASAP1 inh – inhibitors of human ASAP1 ArfGAP activity, primary screen, biochemical, fluorescence polarization. Arf-GAP with SH3 domain, ANK repeat and PH domain-containing protein 1 (Homo sapiens), …. ASAP1-stimulated ARF1 GTP hydrolysis, GDP FP detection. inhibition, % at 16.5 µM. hit rate 0.19% among 360,000; in the data active = inhibition above about 25%;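 note: 0% = vehicle with enzyme and substrate and 100% = no enzyme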
DDE Tn6 FP inh – inhibitors of Tn6 peptide binding to fibrin DD(E), primary screen, biochemical, fluorescence polarization, human fibrin, Tn6 probe; Fibrinogen beta chain (Homo sapiens), P02675; Fibrin DD(E) TRITC-Tn6 fluorescence polarization displacement; inhibition, % at 8.3 µM; hit rate 0.21% among 370,000; AID 720509, 2013;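 active = inhibition above a per-campaign cutoff: mean of compounds within control limits plus 3 SD, cut at about 15% in these data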;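 note: 0% = median of all compound wells on the plate and 100% = blocking peptide control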
SIAE inh – human SIAE inhibitors, primary screen, biochemical, fluorescence polarization, FP-Rh probe, 1536-well HTS; Sialate O-acetylesterase (Homo sapiens), Q9HAT2; SIAE FP-Rh probe binding; inhibition, % at 9.66 µM; hit rate 0.69% among 370,000;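 active = inhibition above a cutoff: mean of compounds within the control limits plus 3 SD of those, cut at about 17% in these data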;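 note: 0% = plate median of compound wells and 100% = probe without SIAE protein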
Target sequence (Q9HAT2 whole entry, looked up): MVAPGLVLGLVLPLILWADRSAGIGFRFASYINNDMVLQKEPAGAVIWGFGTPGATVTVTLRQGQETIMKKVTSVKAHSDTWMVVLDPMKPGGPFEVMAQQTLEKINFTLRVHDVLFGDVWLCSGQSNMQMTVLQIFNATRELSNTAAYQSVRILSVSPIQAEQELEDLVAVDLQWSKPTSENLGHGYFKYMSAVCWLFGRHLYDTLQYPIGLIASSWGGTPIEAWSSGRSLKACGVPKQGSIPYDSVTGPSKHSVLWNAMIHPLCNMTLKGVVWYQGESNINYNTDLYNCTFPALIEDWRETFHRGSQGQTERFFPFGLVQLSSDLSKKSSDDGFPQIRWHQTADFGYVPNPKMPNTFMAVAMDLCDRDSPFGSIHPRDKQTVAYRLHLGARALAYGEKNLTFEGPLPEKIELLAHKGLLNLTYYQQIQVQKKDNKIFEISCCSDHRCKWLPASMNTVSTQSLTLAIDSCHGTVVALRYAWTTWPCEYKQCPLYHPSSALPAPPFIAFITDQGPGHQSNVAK
PLC-gamma1 inh – PLC-gamma1 enzyme inhibitors, primary screen, biochemical, fluorescence, purified enzyme; 1-phosphatidylinositol 4,5-bisphosphate phosphodiesterase gamma-1 (Homo sapiens), P19174; fluorogenic substrate; inhibition, % at 12.2 µM; hit rate 0.84% among 370,000; AID 720700, 2013; in the data active = inhibition above about 9.5%
ADAM10 inh – human ADAM10 inhibitors, primary screen, biochemical, QFRET, HTS | inhibition, % at 7 µM | AID 720582, 2013 | recombinant ADAM10, EDANS/DABCYL FRET peptide cleavage, 3 h | Disintegrin and metalloproteinase domain-containing protein 10 (Homo sapiens), O14672 | hit rate 0.62% among 370,000;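 active = inhibition above a per-campaign cutoff equal to the mean of compounds falling between control-based bounds plus 3 SD, cut at about 20% in these data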;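 note: 0% = DMSO wells while the 100% control is not disclosed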
PLCb3 inh – human PLC-beta3 inhibitors, primary screen, biochemical, fluorescence; 1-phosphatidylinositol 4,5-bisphosphate phosphodiesterase beta-3 (Homo sapiens), Q01970; Purified PLC-beta3, fluorogenic substrate; inhibition, % at 12.2 µM; hit rate 0.18% among 370,000; AID 720704, 2013; in the data active = inhibition above about 11%;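 note: 0% = median of compound wells on plate and 100% = full blocker control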
DDE Tn7 FP inh – inhibitors of Tn7 peptide binding to fibrin DD(E), primary screen, biochemical, fluorescence polarization, human fibrin, Tn7 probe. Fibrinogen beta chain (Homo sapiens), P02675. FP displacement of FITC-Tn7 peptide from fibrin DD(E); 0% = median of compound wells per plate. inhibition, % at 8.3 µM. hit rate 0.13% among 370,000;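 active = inhibition above the mean of compounds falling within the control limits plus 3 SD of them, cut at about 14% in these data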;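 note: 0% = plate median of compound wells and 100% = 10 µM Aha-Tn7 peptide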
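Assay system: human fibrin DD(E). Input: DD(E) 2 µM final. Medium: Tris buffer with calcium and detergent, pH 7.8. Compound dosing: single point at 8.3 µM. Timing: 10 min plus 3 h, room temperature. Technique: fluorescence polarization of the labelled Tn7 tracer. Read-out: percent inhibition. Replicates: singlicate testing.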
* marks the source's active call; other numbers are inactive results; i = inactive.

ARFGAP1 inh,TDP2 inh,ADAM17 inh,ASAP1 inh,DDE Tn6 FP inh,SIAE inh,PLC-gamma1 inh,ADAM10 inh,PLCb3 inh,DDE Tn7 FP inh,SMILES
-2,-2,-5,6,0,-5,-1,-3,-4,-4,CCC(=O)c1ccc(OC(=O)N2CCOCC2)cc1
-1,13,-1,2,-4,-8,0,7,-9,-2,Cc1ccc(-c2ocnc2C(=O)Nc2ccccc2NC(=O)c2ccccn2)cc1
-8,-9,8,3,-8,-10,6,-2,2,-9,O=CNCC(=O)NC1CCCCCC1
16,15,0,-11,0,10,-2,2,-2,-3,N#Cc1ccccc1COC(=O)c1ccc2c(c1)OCCO2
-6,1,-2,-6,7,0,1,-4,-4,-3,Cc1cccc(NC(=O)c2ccc([N+](=O)[O-])o2)c1
4,2,-4,4,1,9,0,3,2,2,COC(=O)C1SCC2C(=O)N(Cc3ccc(F)cc3)CC(=O)N21 (stereo not drawn)
0,7,-2,-17,-9,8,2,2,4,-1,CCN(CC)S(=O)(=O)c1ccc(C(=O)Nc2c3c(nn2C(C)(C)C)CS(=O)(=O)C3)cc1
7,5,-1,7,-2,7,1,3,1,-1,Clc1ccc(Cn2nnc(-c3ccc(CN4CCOCC4)cc3)n2)cc1
-5,13,-5,9,-3,0,1,-1,-4,-1,O=C(c1ccc(N2C(=O)c3ccccc3C2=O)cc1)N1CCCCC1
6,1,-408,-9,3,5,i,i,i,11,COc1ccc2oc(=O)c(C(=O)NCc3ccccn3)cc2c1
4,4,0,2,-1,-33,-3,-4,-3,-4,COc1ccccc1/C=N/NC(=O)c1cccc(NC(=O)c2ccccc2Cl)c1
-11,0,-6,7,2,-2,2,3,-1,13,O=C(Nc1ccccc1)Nc1nnc(-c2ccccc2)s1
5,-4,1,2,-3,-7,-1,6,-1,4,COc1ccc(N(C(=O)Cc2cccs2)C(C(=O)NC2CCCC2)c2ccncc2)cc1OC (stereo not drawn)
-9,5,i,5,-4,9,i,i,i,-1,O=c1cc(-c2ccccc2)nc2c(-c3ccccc3)c(C(F)(F)F)[nH]n12
-2,3,0,-1,1,8,-2,-3,3,-3,CCOC(=O)CNc1ncc(C(F)(F)F)cc1Cl
-1,-12,-4,3,5,4,-16,-12,-29,-2,COc1ccc2[nH]c(C(=O)O)c(CCNC(=O)/C=C/c3ccc(O)c(OC)c3)c2c1
0,6,-6,8,6,0,0,-9,-1,10,CC(C)(C)OC(=O)C[C@H]1C/C=C\C[C@H](CC(=O)N(CCO)Cc2ccccc2)C(=O)NC[C@H](c2ccccc2)OC1=O
3,-10,2,0,-2,-1,5,0,-3,-7,CC(C)[C@H](NS(=O)(=O)c1ccccc1)C(=O)Nc1ccccc1N1CCOCC1
-14,2,-4,17,8,0,4,-8,-3,11,CCNC(=O)C1CCCN(C(=O)C(c2ccccc2)c2ccccc2)CC1 (stereo not drawn)
2,1,0,-6,0,1,3,4,0,-2,C[C@H](CO)N1C[C@H](C)[C@H](CN(C)Cc2ccncc2)Oc2cc(-c3ccccc3F)ccc2S1(=O)=O
3,-28,2,10,3,-5,12*,-12,6,-2,Cc1[nH]c(=O)c(C#N)c(C)c1CSc1ncccn1
5,9,-4,5,6,2,0,-5,3,-7,COc1ccc(NC(=O)C2=NN(C3CCS(=O)(=O)C3)C(=O)CC2)cc1S(N)(=O)=O (stereo not drawn)
-1,-3,-3,-12,-6,-4,-2,-2,-6,6,COCCNC(=O)CSc1nc2sc(C)c(C)c2c(=O)n1-c1ccccc1
2,-8,1,4,11,-2,0,10,-1,3,COc1cc(C)c(S(=O)(=O)Nc2ccccc2F)cc1C
0,-6,2,2,0,-1,-49,10,-73,0,COP(=O)(OC)c1nc(-c2ccc([N+](=O)[O-])cc2)oc1N1CCCCC1

Part of the list above, set out differently:
Below each SMILES: ARFGAP1 inh	TDP2 inh	ADAM17 inh	ASAP1 inh	DDE Tn6 FP inh	SIAE inh	PLC-gamma1 inh	ADAM10 inh	PLCb3 inh	DDE Tn7 FP inh
Cc1ccc(-c2ocnc2C(=O)Nc2ccccc2NC(=O)c2ccccn2)cc1
  -1	13	-1	2	-4	-8	0	7	-9	-2
COc1ccccc1/C=N/NC(=O)c1cccc(NC(=O)c2ccccc2Cl)c1
  4	4	0	2	-1	-33	-3	-4	-3	-4

Back to the main list with the two entries that preceded the break.
ARFGAP1 inh,TDP2 inh,ADAM17 inh,ASAP1 inh,DDE Tn6 FP inh,SIAE inh,PLC-gamma1 inh,ADAM10 inh,PLCb3 inh,DDE Tn7 FP inh,SMILES
2,-8,1,4,11,-2,0,10,-1,3,COc1cc(C)c(S(=O)(=O)Nc2ccccc2F)cc1C
0,-6,2,2,0,-1,-49,10,-73,0,COP(=O)(OC)c1nc(-c2ccc([N+](=O)[O-])cc2)oc1N1CCCCC1
2,-7,-3,-17,-8,-3,0,-8,-1,4,COC(=O)C1(c2ccccc2)NC(c2cccs2)C2C(=O)N(C)C(=O)C21 (stereo not drawn)
-9,-1,0,-10,6,16,2,-4,-7,0,CCCc1cc(=O)[nH]c(SCC(=O)NCCN2C(=O)CSC2=O)n1
-1,13,-3,-2,10,1,-1,5,-5,3,O=C1C2CCc3ccccc3C2N1c1ccccc1 (stereo not drawn)
0,8,0,4,0,-3,-4,-3,-9,1,Cc1cc(/C=C2/SC(=O)N(CC(=O)OC(C)C)C2=O)c(C)n1C
1,1,-5,1,7,2,1,-5,2,6,CCC(C)NC(=O)C1c2cc(OC)c(OC)cc2C(=O)N(C)C1c1cccs1 (stereo not drawn)
0,2,-1,-2,-3,1,0,-6,1,-8,COc1ccc(CCNC(=O)CN(c2cccc([N+](=O)[O-])c2)S(C)(=O)=O)cc1
0,1,-6,-6,0,4,-9,-8,-16,0,CCOC(=O)Cc1cc(=O)n2[nH]c(-c3ccc(Cl)cc3)cc2n1
3,1,-6,8,-3,0,-4,0,0,0,CCCN1CCC(N(C)CCc2ccc(OC)c(OC)c2)CC1
-3,6,-6,1,-2,2,-1,-7,-9,1,COc1ccc(C(=O)NCC(=O)NCC(=O)OCc2ccc(Br)cc2)cc1
-10,25*,-1,-6,-5,3,3,-6,-1,11,Cc1ccc(OCCN2CCCC2)cc1
5,-1,0,-6,3,-2,2,3,-5,-3,CCCNC(=S)N1CCC(C(=O)c2ccc(F)cc2)CC1
-4,4,0,2,0,5,-11,3,-12,0,CN(C)c1ccc(C(=O)c2ccc(N(C)C)c(N)c2)cc1N
11,-15,4,7,-2,0,-2,10,-1,1,COc1ccc(C)cc1-n1c(SCC(=O)Nc2cc(C)on2)nc2sc(C)c(C)c2c1=O
5,-2,-5,0,3,1,0,1,0,9,Cc1csc(SCC(=O)N2CCN(S(=O)(=O)c3ccc(Cl)cc3)CC2)n1
-5,0,-2,9,0,0,3,-1,4,-1,Cc1nnc(SCCN2C(=O)c3ccccc3C2=O)[nH]c1=O
-1,-13,1,-8,0,6,-150,5,-1,0,O=C(NC(=S)NNC(=O)[C@H]1C[C@@H]1c1ccccc1)c1cccc(F)c1
1,7,-5,8,-11,0,1,-2,-3,-5,Cc1cc(C(F)(F)F)nc(Nc2nc(C)c3ccccc3n2)n1
-2,2,-5,0,2,9,-26,-2,-28,2,c1ccc(-c2nc3ccccn3c2NC2CCCC2)nc1
12,0,-3,2,-2,-5,2,1,3,1,CC(C)CCNC(=O)CCCOc1ccccc1
5,-3,2,2,-1,-5,4,3,-1,4,O=C1C(CCCNC(=S)NCc2ccccc2)NC(=S)N1Cc1ccccc1 (stereo not drawn)
5,21,-1,-14,6,5,-2,1,-3,-3,COc1ccc(S(=O)(=O)NCC2CCCN(C(=O)c3ccccc3)C2)cc1 (stereo not drawn)
5,-2,-1,1,-1,7,-1,10,-4,0,Cc1ccc(C(C)NC(=O)C2CCCC2)cc1C (stereo not drawn)
17,2,-6,10,3,-1,3,-10,3,1,OCCN1CN(c2ccccc2)C(=S)N(c2ccccc2)C1
-4,-2,1,-9,-1,0,3,-6,3,3,O=C(CCCc1nc2ccccc2s1)NCc1ccccc1
-3,-7,0,-5,-3,1,4,-2,1,-8,Cc1ccc(-n2c(SCC(=O)NCC3CCCO3)nc3ccccc3c2=O)cc1C (stereo not drawn)
5,68*,3,-3,-2,10,-2,9,-4,-2,COc1ccc(C2C(C#N)=C(N)Oc3c2c(-c2ccccc2)nn3-c2ccccc2)c(OC)c1OC (stereo not drawn)
